LDHA inh: LDHA (human) enzyme inhibition; purified LDHA, NADH/diaphorase-resazurin fluorescence; hits give low values; activity change, % (values are at about 110 or 230 µM); hit rate 0.15% among 480,000; in the data active = activity change below about -30%;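 note: plate controls were DMSO wells for no effect and wells without enzyme for full effect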
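Enzyme activity of human lactate dehydrogenase 5 (2 nM; 0.06 mM NADH, 0.2 mM pyruvate, 5 min, RT) is measured via a resazurin/diaphorase fluorescence readout of residual NADH.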
Starred values were filed as active, the others as inactive. This is a subset; the hit share may differ from the screen's.

SMILES | LDHA inh
CC(C)(C)c1cc(C(c2cccs2)c2c[nH]c3ccccc23)cc(C(C)(C)C)c1O (centres undefined) | 1.3
Cc1ccc(S(=O)(=O)Nc2c(NCC3CCCCC3)c3ccccc3oc2=O)cc1 | 8.5
N#Cc1ccc(CSc2ccc3c(c2)OCCO3)cc1 | 3.3
COc1ccc(-c2cc(Nc3cccc(Cl)c3)nc(C)n2)cc1 | -18.7
CC1(CBr)C2CCC1(CBr)c1nc3cc(Cl)c(Cl)cc3nc12 (centres undefined) | -7.4
Nc1nccnc1C(=O)NCCc1ccc(F)cc1 | 1.1
Cc1c(C)c2ccc(OCC(=O)NCc3ccncc3)cc2oc1=O | 15.2
O=Cc1ccc(CN2CCSCC2)o1 | 6.6
CCOCCCNCc1ccc(F)cc1 | 3.5
S=c1[nH]c2cc(-c3ccccc3)ccc2s1 | -3.6
CCOc1ccc(S(=O)(=O)NCC(=O)O)cc1 | -11.1
CNS(=O)(=O)c1ccc(C)c(C(=O)NCC2(c3ccccc3)CC2)c1 | 5.2
O=C(CCc1cc(Cl)no1)Nc1ccc2oc(-c3ccccc3F)cc(=O)c2c1 | 1.1
N#CCCSc1sc(=S)sc1SCc1cc(C(F)(F)F)cc(C(F)(F)F)c1 | 12.9
Cc1cc2oc(=O)cc(CSc3nncs3)c2cc1C | 6.5
COc1cc(OC)cc(-n2nc(C(=O)Nc3ccc4c(c3)OCCO4)c3ccccc3c2=O)c1 | 4.3
CN1CCCC1=NCCCn1cnc2c1c(=O)n(C)c(=O)n2C | -10.7
CC(C)c1ccc(NC(=O)CN2CCCC2)cc1 | -0.8
CCCCCNC(=O)c1ccc(Nc2ccc(-c3cccc(C)c3)nn2)cc1 | -4.0
COC(=O)c1ccc(C(=O)OC)c(NC(=O)COc2ccc(C)cc2)c1 | -0.2
Cc1nc(C)c(CCC(=O)Nc2cc(Cl)ccc2F)c(=O)[nH]1 | -8.0
CCCCn1c(=O)[nH]c(=O)c2c1nc(CCC(=O)Nc1ccc(C)cc1)n2CC(C)C | 5.7
S=C(NCCC(c1ccccc1)c1ccccc1)NC1CC1 | -10.1
O=C(Nc1ccc2c(c1)CCC2)c1cccc(Br)c1 | 11.0
CSC1=N/C(=C\c2cccc(OCc3ccccc3)c2)C(=O)S1 | -1.9
CC(C)=NNC(=O)CCC(=O)NN=C(C)C | -0.5
O=C(/C=C/c1cccc([N+](=O)[O-])c1)c1ccccc1OC(F)F | -0.3
COCCCNC(=O)CSc1cc(C)ccc1C | 3.2
Cc1ccc2oc(-c3ccc(Cl)cc3)nc2c1 | 1.5
CCCCCNC(=O)C(CCc1ccccc1)n1c(=O)c(-c2cc3ccccc3[nH]2)nc2ccccc21 (centres undefined) | -2.8
CCCCCCOc1ccc(OC(=O)c2cncc(Br)c2)cc1 | -6.5
c1ccc(-c2cn3c4ccccc4nc3n2CCN2CCCCC2)cc1 | 9.9
CCN(CC)S(=O)(=O)c1cccc(NC(=O)CN2c3cccc4cccc(c34)S2(=O)=O)c1 | 11.4
CCC(Oc1ccccc1F)C(=O)Nc1ccc(F)c(Cl)c1 (centres undefined) | 1.9
COc1cc(CC(=O)Oc2ccccc2Br)cc(OC)c1OC | 3.8
CC(C)n1c(SCc2nc3ccccc3c(=O)[nH]2)nnc1-c1ccco1 | 9.5
COC(=O)CC(N)c1cccc(C)c1C (centres undefined) | 26.0
COc1cccc(NC(=O)C(=O)NCCc2sc(-c3ccc(Cl)cc3)nc2C)c1 | 6.4
CCCc1nnc(NC(=O)Nc2ccc(F)cc2)s1 | -0.9
COc1ccc(N(CC(=O)Nc2ccc(F)c(F)c2)S(=O)(=O)c2c(C)nn(C)c2C)cc1 | -6.0
CC(C)=CC(=O)Nc1ccc2c(c1)CCC2 | -13.1
COc1ccc(C2CC(c3ccccc3NS(C)(=O)=O)=NN2C(=O)c2cccs2)cc1 (centres undefined) | -21.5
Clc1cc(Cl)c(N/N=C/c2ccccc2Br)c(Cl)c1 | -2.4
O=S(=O)(NCCCn1ccc2ccccc21)c1ccc(F)c(F)c1 | 1.3
O=C(NC1CCS(=O)(=O)C1)c1cc2sccc2n1Cc1ccc(Cl)cc1 (centres undefined) | -0.3
CCCNC(=O)CCNS(=O)(=O)c1cccc(C(C)=O)c1 | 0.5
COc1ccc(C(=O)CSC#N)cc1 | 2.6
O=C(Nc1ccc(N2CCCCCC2)c(C(=O)O)c1)c1ccccc1Cl | 0.7
O=C(O)CN1CCCC1 | -18.6
Cn1c(CNC(=O)c2ccc3c(c2)OCO3)nnc1SCC(=O)c1ccccc1 | 4.5
Clc1ccc(CO/N=C/c2ccc(OCc3ccccc3)cc2)c(Cl)c1 | -19.7
COc1ccc(Cc2nnc(Nc3ccc4ccccc4c3)[nH]c2=O)cc1OC | 22.4
CCCN1CCN(c2ccc(C(=O)O)cc2NS(=O)(=O)c2ccccc2)CC1 | 4.3
Cc1cccc(NCc2cc(C(C)(C)C)c(O)c(C(C)(C)C)c2)c1 | 55.3
CC(C)n1ncc2cc(NC(=O)CCc3ncc(-c4ccccc4F)o3)cnc21 | -10.3
COc1ccc(-c2c(NC(=O)c3ccccc3)oc3ccccc3c2=O)cc1 | 2.6
Cn1c(CN2CCOCC2)nnc1SCc1ccc(Br)cc1 | -8.3
COc1ccccc1NC(=O)c1cc2c(=O)n3ccccc3nc2n1Cc1ccccc1 | -2.2
COc1ccc(CNC(=O)Cc2nn(C)c(=O)c3ccccc23)cc1OC | 2.3
CN(C)C(=O)CN1CCN(C(C(=O)O)c2c[nH]c3ccc(NC(=O)c4ccccc4)cc23)CC1 (centres undefined) | -1.4

Additional structures:
SMILES | LDHA inh
COC(=O)C(C)Oc1ccc2c(=O)c(-c3ccc4c(c3)OCCO4)coc2c1 (centres undefined) | -34.4*
O=C(O)C(c1c[nH]c2cc(Br)ccc12)N1CCCN(c2ccc(C(F)(F)F)cn2)CC1 (centres undefined) | -6.6
COc1ccc(C(=O)c2c(N)c(C#N)c3n2CCC3)cc1 | 6.1
C=CCN(CC(F)(F)F)C(=O)c1ccc(NC(=O)NC2CC2)cc1 | -0.7
NCc1ccc(Oc2ccc(C(F)(F)F)cc2)cc1 | 2.8
Cc1ccc(NC(=O)CC(C)(C(=O)O)c2ccccc2)c(C)c1 (centres undefined) | -3.6
COc1ccc2cc(C(C)C(=O)NC3CCCCC3C)ccc2c1 (centres undefined) | 0.6
CC(C)c1ccc(CN(C(=O)c2cc(=O)c3cc(Cl)ccc3o2)C2CCS(=O)(=O)C2)cc1 (centres undefined) | -2.9
O=S(=O)(c1ccc(N2CCN(Cc3cccc4ccccc34)CC2)nc1)N1CCOCC1 | 5.4
N#Cc1ccc(NC(=O)c2ccc3c(c2)OCCCO3)cc1 | 1.0
N#Cc1ccc(CS(=O)(=O)Cc2ccccc2F)cc1 | -23.2
CCCCC1CCC(c2nc(C#N)c(N3CCN(C)CC3)o2)CC1 (centres undefined) | 4.6
Clc1ccc(-n2ncc3c(NC4CCCCCCCCCCC4)ncnc32)cc1 | 2.4
CC(C)C[C@H](NC(=O)c1ccc2nc(-n3cccc3)sc2c1)C(=O)NCc1ccco1 | -0.3
COc1cccc(-c2c(NC(=O)c3cccc([N+](=O)[O-])c3)oc3ccccc3c2=O)c1 | 0.2

22 successive entries already listed, for reference:
SMILES | LDHA inh
COc1ccc(-c2cc(Nc3cccc(Cl)c3)nc(C)n2)cc1 | -18.7
CC1(CBr)C2CCC1(CBr)c1nc3cc(Cl)c(Cl)cc3nc12 (centres undefined) | -7.4
Nc1nccnc1C(=O)NCCc1ccc(F)cc1 | 1.1
Cc1c(C)c2ccc(OCC(=O)NCc3ccncc3)cc2oc1=O | 15.2
O=Cc1ccc(CN2CCSCC2)o1 | 6.6
CCOCCCNCc1ccc(F)cc1 | 3.5
S=c1[nH]c2cc(-c3ccccc3)ccc2s1 | -3.6
CCOc1ccc(S(=O)(=O)NCC(=O)O)cc1 | -11.1
CNS(=O)(=O)c1ccc(C)c(C(=O)NCC2(c3ccccc3)CC2)c1 | 5.2
O=C(CCc1cc(Cl)no1)Nc1ccc2oc(-c3ccccc3F)cc(=O)c2c1 | 1.1
N#CCCSc1sc(=S)sc1SCc1cc(C(F)(F)F)cc(C(F)(F)F)c1 | 12.9
Cc1cc2oc(=O)cc(CSc3nncs3)c2cc1C | 6.5
COc1cc(OC)cc(-n2nc(C(=O)Nc3ccc4c(c3)OCCO4)c3ccccc3c2=O)c1 | 4.3
CN1CCCC1=NCCCn1cnc2c1c(=O)n(C)c(=O)n2C | -10.7
CC(C)c1ccc(NC(=O)CN2CCCC2)cc1 | -0.8
CCCCCNC(=O)c1ccc(Nc2ccc(-c3cccc(C)c3)nn2)cc1 | -4.0
COC(=O)c1ccc(C(=O)OC)c(NC(=O)COc2ccc(C)cc2)c1 | -0.2
Cc1nc(C)c(CCC(=O)Nc2cc(Cl)ccc2F)c(=O)[nH]1 | -8.0
CCCCn1c(=O)[nH]c(=O)c2c1nc(CCC(=O)Nc1ccc(C)cc1)n2CC(C)C | 5.7
S=C(NCCC(c1ccccc1)c1ccccc1)NC1CC1 | -10.1
O=C(Nc1ccc2c(c1)CCC2)c1cccc(Br)c1 | 11.0
CSC1=N/C(=C\c2cccc(OCc3ccccc3)c2)C(=O)S1 | -1.9

Additional entries:
SMILES | LDHA inh
CCCN1CCN(c2nnc(-n3cccc3CN3CCN(c4ccccc4)CC3)s2)CC1 | 4.0
CCc1nc2c(cnn2-c2ccc(Cl)cc2)c(=O)n1-c1ccc(C)cc1 | 4.5
CC(C)Oc1ccc(CNC(=O)Cn2c(=O)nc3n2C(=O)N(c2ccccc2)C3)cc1 | -4.7
CONC(=O)c1ccc2c(c1)NC(=O)CS2 | 3.0
Cc1cccc(Cn2c(NC3CCCCC3)nc3c2c(=O)[nH]c(=O)n3C)c1 | -4.8
CCn1ccc2cc(S(=O)(=O)N3CCC(C(=O)NCc4ccco4)CC3)ccc21 | -1.2
CCOC(=O)C(NC(=O)c1cc(C)cc(C)c1)C(=O)OCC | -1.3
CC(C)C(NC(=O)c1n[nH]c(=O)c2ccccc12)c1ccccc1 (centres undefined) | -5.4
O=C1NC2(C(=O)Nc3ccc(Br)cc3)CCC(=O)N2c2ccccc21 (centres undefined) | 4.4
COc1ccccc1/C=C/C(=O)N[C@@H]1C[C@H]2CC[C@@H]1C2 | 0.2
Cc1ccc2c(COC(=O)c3ccc(C)s3)cc(=O)oc2c1 | -11.8
CC(=O)Nc1c(C)noc1/C=C\c1ccc(C)c(S(=O)(=O)Nc2cccc(C)c2C)c1 | 0.1
O=C(c1ccccc1)N1CCN(Cc2cccc3cccnc23)CC1 | -1.3
COCCOc1cc2c(cc1CO)OCO2 | 11.3
CC(C)OCCCNC(=O)COc1ccc2c(-c3ccccc3)cc(=O)oc2c1 | 15.7
CN1CCN(C(=O)C[C@H]2CC[C@H]3[C@@H](COC[C@@H](O)CN3C(=O)C3CCCC3)O2)CC1 | -2.2
CCn1cc(C(=O)N(C)c2ccc(C)c(C)c2)c2cc(OC)c(OC)cc2c1=O | -0.4
CCOC(=O)C(NC(=O)c1ccccc1)c1ccccc1 (centres undefined) | 1.7
COc1cccc(NC(=O)CC(C)(C(=O)O)c2ccccc2)c1 (centres undefined) | -0.3
CCOc1cc(C#N)cc(Br)c1OCc1nnc(-c2ccccc2Br)o1 | 7.4
O=S(=O)(c1ccccc1Br)N1CCNCC1 | -7.4
O=C1CCc2cc(S(=O)(=O)Nc3ccc(-c4ccccc4)cc3)ccc2N1 | 1.2
CCOC(=O)c1cccc(NC(=O)c2ccc(-n3cnc(NC(C)=O)c3)cc2)c1 | -0.5
COc1ccc(NC(=O)CC2SCCNC2=O)c(OC)c1 (centres undefined) | -5.6

Part of the list above in order of length of the SMILES, low to high.
SMILES | LDHA inh
CCOc1cc(C#N)cc(Br)c1OCc1nnc(-c2ccccc2Br)o1 | 7.4
O=C1CCc2cc(S(=O)(=O)Nc3ccc(-c4ccccc4)cc3)ccc2N1 | 1.2
CCOC(=O)c1cccc(NC(=O)c2ccc(-n3cnc(NC(C)=O)c3)cc2)c1 | -0.5
